CSN deneddyl inh = inhibitors of CSN-mediated cullin deneddylation, primary screen, biochemical, fluorescence polarization, uHTS. inhibition, % at 12.5 µM. 360,000 compounds, 0.38% hits. Purified CSN, SCF-Nedd8-OG deneddylation. AID 651999, 2013;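 active = pattern-corrected inhibition above about 35%, with an unprinted fluorescence ratio check between 0.5 and 1.5, limit read from the data, passing the limit was not always enough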;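 also: 0% = enzyme with substrate and 100% = substrate without enzyme; some results filed as inactive read as strong as hits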
Target sequence (Q92905 whole entry, looked up, one chain of several): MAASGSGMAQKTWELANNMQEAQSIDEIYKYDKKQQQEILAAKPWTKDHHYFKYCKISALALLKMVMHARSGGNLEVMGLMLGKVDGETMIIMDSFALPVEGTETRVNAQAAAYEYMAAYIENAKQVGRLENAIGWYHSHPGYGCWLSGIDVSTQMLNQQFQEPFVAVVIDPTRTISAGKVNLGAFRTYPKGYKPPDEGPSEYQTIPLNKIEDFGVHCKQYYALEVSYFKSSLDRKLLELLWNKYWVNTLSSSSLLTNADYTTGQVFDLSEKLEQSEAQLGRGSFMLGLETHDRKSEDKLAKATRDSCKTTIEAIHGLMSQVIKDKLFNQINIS
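Material: human Csn5 produced in HEK293T cells; Input: enzyme 0.24 nM; Reagent: SCFSkp2-Nedd8OG substrate at 10 nM final; Dosing: 12.5 µM compound; Incubation: 90 min reaction at room temperature; Detection: fluorescence polarization of the substrate; Evaluation: % inhibition of substrate cleavage by Csn5; Control set: substrate-only high control, full reaction low control.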
SKN-1 block = suppressors of acrylamide-induced Pgst-4::GFP reporter in worms, primary screen, SKN-1 inhibitor project, whole organism, uHTS, GFP/RFP fluorescence ratio, strain VP596; AID 624304, 2012; inhibition, % at 21.8 µM; 360,000 compounds, 0.49% hits; C. elegans VP596 Pgst-4::GFP/RFP ratio, 24 h;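 active = interference check ratio from 0.5 to 1.5 plus GFP to RFP signal ratio inhibition reaching or exceeding a fixed threshold, cut at about 30% in these data, passing the limit was not always enough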; also: some compounds called inactive have numbers as strong as hits
FAS TE block = FAS thioesterase domain inhibitors, primary screen, biochemical, fluorescence intensity, uHTS | Fatty acid synthase (Homo sapiens), P49327 | recombinant FAS-TE, OMFH fluorogenic substrate, fluorescence endpoint | inhibition, % at 15 µM | 360,000 compounds, 0.67% hits | AID 602261, 2012;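 active = compounds whose normalised, plate-corrected inhibition of enzyme fluorescence in the single-dose primary screen is 50% or more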;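 also: 0% = DMSO with enzyme and 100% = substrate without enzyme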
NadD block = inhibitors of S. aureus NadD, primary screen, biochemical, colorimetric, uHTS; Nicotinate-nucleotide adenylyltransferase NadD (Staphylococcus aureus N315); purified NadD enzyme, colorimetric absorbance read-out; inhibition, % at 20 µM; 360,000 compounds, 0.78% hits; AID 602399, 2012; in the data active = inhibition above about 26%; also: some compounds past the cut are filed as inactive
Rpn11 block = Rpn11 (PSMD14) deubiquitinase inhibitors, primary screen, biochemical, fluorescence polarization, uHTS. 26S proteasome non-ATPase regulatory subunit 14 (Homo sapiens), O00487. 360,000 compounds, 0.59% hits. AID 588493, 2011. human 26S proteasome, Ub4-pepOG fluorescence polarization; 20S core pre-blocked with epoxomicin. calls only at 20 µM;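 active = inhibition at 20 µM, scaled to each plate's controls, above about 33%, limit read from the data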
Neddylation inh = inhibitors of cullin neddylation, primary screen, biochemical, TR-FRET, uHTS, NAE and Ubc12. NEDD8-conjugating enzyme Ubc12 (Homo sapiens) + NEDD8-activating enzyme E1 regulatory …. calls only at 25 µM. AID 651699, 2012. 360,000 compounds, 0.58% hits; in the data active = inhibition above about 36%
Target sequence (P61081 whole entry, looked up): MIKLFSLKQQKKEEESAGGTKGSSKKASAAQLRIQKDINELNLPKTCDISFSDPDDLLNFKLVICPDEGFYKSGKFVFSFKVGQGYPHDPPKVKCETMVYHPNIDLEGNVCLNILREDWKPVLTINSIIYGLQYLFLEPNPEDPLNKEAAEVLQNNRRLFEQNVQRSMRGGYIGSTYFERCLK
Target sequence (Q13564 whole entry, looked up): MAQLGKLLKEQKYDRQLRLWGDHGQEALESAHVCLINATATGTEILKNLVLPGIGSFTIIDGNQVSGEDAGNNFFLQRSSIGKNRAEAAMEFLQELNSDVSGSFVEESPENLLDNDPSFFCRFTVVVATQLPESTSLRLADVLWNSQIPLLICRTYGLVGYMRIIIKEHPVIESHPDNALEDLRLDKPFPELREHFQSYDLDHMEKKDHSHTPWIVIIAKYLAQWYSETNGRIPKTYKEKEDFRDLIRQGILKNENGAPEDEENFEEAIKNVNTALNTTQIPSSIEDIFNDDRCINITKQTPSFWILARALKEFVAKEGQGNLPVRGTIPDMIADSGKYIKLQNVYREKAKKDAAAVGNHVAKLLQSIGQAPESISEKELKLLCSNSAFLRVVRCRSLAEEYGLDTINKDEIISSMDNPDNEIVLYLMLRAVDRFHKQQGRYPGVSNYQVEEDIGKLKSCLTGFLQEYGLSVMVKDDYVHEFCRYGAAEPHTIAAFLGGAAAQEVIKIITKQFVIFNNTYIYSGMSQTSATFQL
Rin1 Abl inh = inhibitors of Rin1-Abl protein binding, primary screen, biochemical, TR-FRET; Tyrosine-protein kinase ABL1 (Homo sapiens) + Ras and Rab interactor 1 (Homo sapiens), …; inhibition, % at 7.35 µM; 360,000 compounds, 0.4% hits; in the data active = inhibition above about 5%, passing the limit was not always enough
MT1-MMP act inh = blockers of MT1-MMP proenzyme processing, primary screen, HT1080 RFP-PRO-GFP cells, GFP/RFP fluorescence; GFP/RFP ratio fluorescence, overnight; percent of plate control window, DMSO zero; GFP/RFP ratio change, % at 20 µM; 360,000 compounds, 0.061% hits; AID 651647, 2012;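 active = GFP/RFP ratio change of at least 30% with cell ATP level not reduced by more than half and red fluorescence within 50% of control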; also: strong numbers were not always called active
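Material: RFP-PRO-GFP reporter HT1080 cells. Dosing: single-point 20 µM compound, 1% DMSO. Controls: DMSO and RFP-L50D-GFP cell wells. Timing: cells overnight before dosing, compound overnight, 37 °C, 5% CO2. Measure: GFP/RFP fluorescence ratio.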
PABP1 MLLE inh = inhibitors of PABP1 MLLE–PAM2 peptide binding, primary screen, biochemical, fluorescence polarization, FITC-PAM2, GST-MLLE | Polyadenylate-binding protein 1 (Homo sapiens), P11940 | inhibition, % at 20 µM | 360,000 compounds, 0.36% hits; in the data active = inhibition above about 35%, passing the limit was not always enough;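 also: plate controls were DMSO wells with GST-MLLE for no effect and wells lacking GST-MLLE protein for full effect; some results filed as inactive read as strong as hits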
Active calls of the source: *; i = inactive; · = no result given; + = active, no number.

entry | mol | CSN deneddyl inh | SKN-1 block | FAS TE block | NadD block | Rpn11 block | Neddylation inh | Rin1 Abl inh | MT1-MMP act inh | PABP1 MLLE inh
1 | CCc1nnc(NC(=O)CCN(c2ccc(C)cc2)S(=O)(=O)c2ccccc2)s1 | -8 | 5 | -4 | 0 | i | i | -2 | 0 | 3
2 | Cc1ccc2[nH]c(O)c(N=Nc3ccccc3C)c2c1 | 3 | -4 | -4 | -5 | + | i | -2 | -9 | 16
3 | COC(=O)c1sccc1NC(=O)Cc1ccc(OC)cc1 | 2 | 10 | 3 | -4 | i | i | 0 | -5 | -3
4 | CC(=O)Nc1ccc(S(=O)(=O)Nc2cccc(-c3cn4c(n3)SCC4)c2)cc1 | -2 | 10 | -5 | -1 | i | i | 1 | -1 | 4
5 | CCOC(=O)C1(CC2CC2)CCN(Cc2ccc(OC)cc2F)CC1 | -4 | -8 | -4 | 2 | i | i | 0 | 4 | -7
6 | CC(NC(=O)CSc1nc2c(c(C(F)(F)F)n1)CCc1ccccc1-2)c1ccccc1 (configuration not stated) | 1 | -12 | 15 | -5 | i | i | -4 | -3 | -6
7 | O=C(Nc1cccnc1)C1CCC(CNS(=O)(=O)c2cccc3nsnc23)CC1 (configuration not stated) | 1 | -5 | -6 | -2 | i | i | -2 | -2 | -3
8 | Cc1cccc(OCC(=O)OC(C)C(=O)Nc2ccc(S(=O)(=O)N3CCCCC3)cc2)c1 (configuration not stated) | -2 | -4 | 12 | -10 | i | i | 3 | 4 | -16
9 | Nn1c(C2CCC2)nc2cc(Cl)ccc2c1=O | -3 | 17 | 0 | -7 | i | i | -1 | 0 | 2
10 | CCC(=O)Nc1ccc2c(c1)nc(CCNC(=O)c1ccco1)n2C | -4 | 7 | -1 | 1 | i | i | 3 | 1 | 3
11 | COc1cc2ccccc2cc1C(=O)Nc1ccc(Cl)cn1 | 0 | 4 | -1 | -2 | i | i | -3 | -2 | 0
12 | CCN(CC)S(=O)(=O)c1cccc(C(=O)N[C@H](C(=O)OCC(=O)Nc2ccccc2)C(C)C)c1 | 2 | -9 | 10 | -11 | i | i | 1 | 1 | 8
13 | CN(C)S(=O)(=O)Oc1ccsc1C(=O)Nc1ccc(Br)cc1 | 8 | 3 | 22 | -6 | i | i | -2 | 2 | -6
14 | Cc1nc2scc(C)n2c(=O)c1S(=O)(=O)Nc1ccc(N2CCN(C(=O)C(C)C)CC2)cc1 | 2 | 2 | -3 | 2 | i | i | 0 | 3 | 10
15 | CCCCC1(C2CCCC2)NC(=O)NC1=O (configuration not stated) | 2 | 8 | -9 | -2 | i | i | -1 | 2 | 9
16 | COc1cc2cc(C(c3nnnn3Cc3ccc(F)cc3)N3CCCCCC3)c(=O)[nH]c2cc1OC (configuration not stated) | 9 | 10 | -1 | 0 | i | i | 2 | -3 | -27
17 | Cn1c(=O)c2[nH]c(-c3ccccc3)c(O)c2n(C)c1=O | -32 | -6 | -15 | -2 | i | i | -4 | -49 | 142
18 | Cc1[nH][nH]c(=O)c1C(c1ccc(-c2cccc(C(=O)O)c2)o1)c1c(C)[nH][nH]c1=O | -12 | -1 | 22 | 2 | i | i | 8 | 1 | 25
19 | CN=CC1=C(O)c2ccccc2C1=O | -3 | 10 | -5 | -1 | i | i | -6 | 5 | -7
20 | COc1cc(N=Cc2c(O)[nH]c3ccccc23)cc(OC)c1OC | 1 | 0 | 4 | -3 | i | i | -9 | -6 | 6

entry | mol | CSN deneddyl inh | SKN-1 block | FAS TE block | NadD block | Rpn11 block | Neddylation inh | Rin1 Abl inh | MT1-MMP act inh | PABP1 MLLE inh
21 | Cc1c(C(=O)N2CCCCC2)c(S(=O)(=O)N(C)Cc2ccccc2)c(C)n1C | -2 | 10 | -5 | -2 | i | i | 2 | 1 | 20
22 | COc1ccc(-c2nnc3ccc(SCC(=O)N4CCOCC4)nn23)cc1 | 4 | -9 | 0 | -4 | i | i | 2 | 3 | 11
23 | CCOC(=O)N1CCC(NC(=O)CSCc2nc(-c3ccc(OCC)cc3)oc2C)CC1 | -2 | 1 | -5 | -3 | i | i | 4 | 7 | -7
24 | CC(=NO)C1(C)CC=CCC1CO (configuration not stated) | 1 | 6 | -6 | -5 | i | i | -1 | 0 | 14
25 | COc1ccc(/C=N\NC(=O)C2=NNC(=O)C2C)cc1 (configuration not stated) | 1 | -6 | -4 | -2 | i | i | -4 | 0 | -5
26 | Cc1ccccc1CNC(=O)C1CCCN(c2cnccn2)C1 (configuration not stated) | 3 | 14 | -6 | 4 | i | i | -1 | 0 | 7
27 | COc1ccccc1N=Cc1c(C)[nH]n(-c2ccc(C)cc2C)c1=O | 2 | 2 | -5 | 0 | i | i | 1 | 0 | -2
28 | O=C(NC(=S)N1CCN(c2nc(-c3ccccc3)cs2)CC1)c1cccnc1 | -3 | 4 | 7 | 9 | i | i | 0 | 0 | -5
29 | CCOc1ccc(-n2c(SCC(=O)Nc3cc(C)on3)nc3c(c2=O)SCC3)cc1 | 0 | 2 | 1 | 1 | i | i | 6 | -4 | -8
30 | COc1cc(C(=O)Nc2nccs2)ccc1OCc1c(C)noc1C | -1 | 13 | -3 | 0 | i | i | -2 | 10 | -10
31 | c1cc(N2CCCC2)ccc1C(c1nnnn1C1CCCCC1)N1CCOCC1 (configuration not stated) | 7 | 21 | 3 | 9 | i | i | -2 | -7 | -30
32 | CN(C)C(=O)c1c([N+](=O)[O-])c(C(C)(C)C)nn1C | 2 | 0 | -11 | -4 | i | i | 0 | -1 | -4
33 | CC12CCC(=O)N1C(C(=O)Nc1cccc(S(=O)(=O)N3CCCCC3)c1)CS2 (configuration not stated) | -2 | -11 | -6 | -3 | i | i | -1 | 6 | 9
34 | Cc1ccc(-c2nc(CS(=O)CC(=O)NCCN3CCCCCC3)c(C)o2)cc1 (configuration not stated) | 1 | 13 | -3 | 2 | i | i | 3 | -1 | 4
35 | COc1cc(-c2nc3cnccn3c2NC(C)(C)CC(C)(C)C)ccc1O | 3 | 30 | 20 | 5 | i | · | -1 | 5 | 4
36 | Cc1cccc(-c2n[nH]c(=S)n2/N=C/C=C/c2ccco2)c1 | 34 | 5 | 5 | 9 | i | + | 0 | -3 | -4
37 | CCn1c(=O)c(C(=O)CN2CCN(S(=O)(=O)c3ccccc3)CC2)c(N)n(Cc2ccccc2)c1=O | 9 | 2 | 8 | 8 | i | i | 2 | 5 | -1
38 | COc1ccc(Cc2c(C(C)(C)C)nc3ccc(C)cn23)c(C)c1 | 8 | 10 | -5 | -1 | i | i | 0 | 0 | -8
39 | COc1ccc(N2CCN(S(=O)(=O)c3ccc(OC)c(C(=O)N4CCOCC4)c3)CC2)cc1 | 1 | 13 | -2 | 7 | i | i | 2 | -2 | -3
40 | CC1=NCCN1S(=O)(=O)c1ccc(Br)c(C)c1 | -1 | 9 | -4 | 4 | i | i | 7 | 5 | 3

entry | mol | CSN deneddyl inh | SKN-1 block | FAS TE block | NadD block | Rpn11 block | Neddylation inh | Rin1 Abl inh | MT1-MMP act inh | PABP1 MLLE inh
41 | COc1ccc(CN(C)C(=O)c2ccc(OCC(=O)N3CCOCC3)c(OC)c2)cc1 | 9 | 16 | -5 | 3 | i | i | 2 | -3 | -1
42 | CCOc1ccc2nc(SCC(=O)NC3CCCc4ccccc43)sc2c1 (configuration not stated) | 2 | -7 | 29 | -2 | i | i | 5 | · | -1
43 | CCC(=O)Nc1ccc(C(=O)COC(=O)CCN2C(=O)C3CC=CCC3C2=O)cc1 (configuration not stated) | 9 | -7 | -6 | -2 | i | i | 2 | -4 | -24
44 | COc1ccc(N2CCN(C(=O)CCNS(=O)(=O)c3ccc(Br)s3)CC2)cc1 | -1 | 7 | 0 | 2 | i | i | 1 | 0 | 1
45 | COC(=O)c1ccc2nc(-c3ccc(F)cc3)c(Cc3ccccc3C(F)(F)F)n2c1 | 0 | 18 | 1 | 8 | · | i | · | -4 | ·
46 | Cn1cc(/C=C(\NC(=O)c2ccccc2)C(=O)NCCN2CCOCC2)c2ccccc21 | 2 | -14 | -1 | -4 | i | i | -2 | -16 | -21
47 | CCOC1=C2CN(S(=O)(=O)c3ccc(C)cc3)[C@H](c3cccc4ccccc34)C[C@H]2[C@H]2C(=O)N(c3ccccc3)C(=O)[C@H]2C1 | 5 | -2 | 77* | 22 | i | i | 1 | 1 | 8
48 | CC1CN(Cc2nc3c(c(=O)n(C)c(=O)n3C)n2CCCO)CC(C)O1 (configuration not stated) | -2 | 20 | -4 | 8 | i | i | 2 | · | -1
49 | O=C(NCc1ccccc1Cl)C1CCCN(c2ncnc3c2nc2n3CCCCC2)C1 (configuration not stated) | -7 | -8 | 3 | -1 | i | i | 2 | -3 | 9
50 | CC(C)N1C(=O)CC(Nc2cccc3cccc(N)c23)C1=O (configuration not stated) | -7 | 11 | 1 | 6 | i | i | -3 | 2 | 21

Rewritten with one line to a screen: ten of the compounds above
1	CCc1nnc(NC(=O)CCN(c2ccc(C)cc2)S(=O)(=O)c2ccccc2)s1
2	Cc1ccc2[nH]c(O)c(N=Nc3ccccc3C)c2c1
3	COC(=O)c1sccc1NC(=O)Cc1ccc(OC)cc1
4	CC(=O)Nc1ccc(S(=O)(=O)Nc2cccc(-c3cn4c(n3)SCC4)c2)cc1
5	CCOC(=O)C1(CC2CC2)CCN(Cc2ccc(OC)cc2F)CC1
6	CC(NC(=O)CSc1nc2c(c(C(F)(F)F)n1)CCc1ccccc1-2)c1ccccc1 (configuration not stated)
7	O=C(Nc1cccnc1)C1CCC(CNS(=O)(=O)c2cccc3nsnc23)CC1 (configuration not stated)
8	Cc1cccc(OCC(=O)OC(C)C(=O)Nc2ccc(S(=O)(=O)N3CCCCC3)cc2)c1 (configuration not stated)
compound no.	1	2	3	4	5	6	7	8
CSN deneddyl inh	-8	3	2	-2	-4	1	1	-2
SKN-1 block	5	-4	10	10	-8	-12	-5	-4
FAS TE block	-4	-4	3	-5	-4	15	-6	12
NadD block	0	-5	-4	-1	2	-5	-2	-10
Rpn11 block	i	+	i	i	i	i	i	i
Neddylation inh	i	i	i	i	i	i	i	i
Rin1 Abl inh	-2	-2	0	1	0	-4	-2	3
MT1-MMP act inh	0	-9	-5	-1	4	-3	-2	4
PABP1 MLLE inh	3	16	-3	4	-7	-6	-3	-16

9	Nn1c(C2CCC2)nc2cc(Cl)ccc2c1=O
10	CCC(=O)Nc1ccc2c(c1)nc(CCNC(=O)c1ccco1)n2C
compound no.	9	10
CSN deneddyl inh	-3	-4
SKN-1 block	17	7
FAS TE block	0	-1
NadD block	-7	1
Rpn11 block	i	i
Neddylation inh	i	i
Rin1 Abl inh	-1	3
MT1-MMP act inh	0	1
PABP1 MLLE inh	2	3
